Compound activity: PubChem, National Center for Advancing Translational Sciences (NCATS)
BRCA1 expr up: activators of BRCA1 expression; 380,000 tested, 1.1% active; AID 624202; Potency, µM (titrated, usually from 46.1 µM), without a hit: top-dose activation, most hits filed as activators; MCF7-BRCA1-FFLuc reporter, luminescence, 48 h; response scale: scaled: vehicle 0%, 10 µM genistein 100%; also: potency is read from the fitted curve at half-maximal effect; nearly all actives have a fitted effect of over 80% in size; some results filed as inactive show a strong effect at the top dose
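Quantitative HTS in MCF7 cells stably reporting BRCA1 expression via firefly luciferase. Compound treatment lasts 48 h at 37 °C in phenol-red free MEM. Activation is expressed relative to genistein at 10 microM and DMSO.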
TSG101-PTAP inh: blocks PTAP/TSG101 interaction to inhibit HIV-1 budding; Fluorescence polarization, FITC-PTAP peptide / Tsg101 binding; Potency, µM (doses to about 115 µM), for the others: top-dose activity change, negative = inhibition, hits mostly inhibitors; 340,000 tested, under 10 active; AID 493005; active = well fitted inhibition curve with a large enough effect in the main read-out, with a control signal flat, not every such curve was filed as active; inconclusive = small, poorly fitted or top-dose-only effect, or effect the other way, or a change in a side signal; inactive = no such curve, though single readings can be large or run the other way; also: potency is read from the fitted curve at half-maximal effect; % of control where 0% means no effect
Target sequence (Q99816 whole entry, looked up): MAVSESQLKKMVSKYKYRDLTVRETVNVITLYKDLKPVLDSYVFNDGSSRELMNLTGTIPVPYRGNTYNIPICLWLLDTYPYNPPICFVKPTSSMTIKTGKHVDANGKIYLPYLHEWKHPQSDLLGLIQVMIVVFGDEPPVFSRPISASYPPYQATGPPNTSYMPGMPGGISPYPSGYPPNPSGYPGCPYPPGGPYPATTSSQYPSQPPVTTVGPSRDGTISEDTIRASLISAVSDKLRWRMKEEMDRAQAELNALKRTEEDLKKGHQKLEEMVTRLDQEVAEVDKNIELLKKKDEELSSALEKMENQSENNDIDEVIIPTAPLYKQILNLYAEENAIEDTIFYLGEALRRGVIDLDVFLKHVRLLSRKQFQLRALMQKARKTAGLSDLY
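Compounds were pin-transferred onto Tsg101 binding domain (10 uM final) in HEPES pH 7.5 buffer, then FITC-PTAP peptide was added at 50 nM final. After 20 min at RT, polarization reported peptide displacement across a qHTS concentration series.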
AT treatment: candidate therapy for ataxia-telangiectasia. 320,000 tested, 0.19% active. […] A-T fibroblasts, KAP-1 phosphorylation AlphaLISA; neocarzinostatin DNA damage 30 min before lysis. Potency, µM (series often up to 57.5 µM), for inactives: at the highest dose activation, most hits filed as activators. AID 485349; also: potency is read from the fitted curve at half-maximal effect; % of control where 0% means no effect; nearly all actives have a fitted effect of over 45% in size
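hTERT-immortalized A-T patient fibroblasts ([…]), 500 cells/well in OPTI-MEM, 1% FBS, got compounds for 60 min, then NCS for 30 min at 37C. Lysates were then assayed for phospho-KAP-1 by AlphaLISA (anti-pKAP1 donor, anti-KAP1 acceptor beads), 6 hr at 25C.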
TRPV1 ag: agonists of human vanilloid receptor 1 (TRPV1); TRPV1-expressing cells, Fluo-8 calcium influx, agonist mode; activation, % at 8.33 µM; 320,000 tested, 0.19% active; in the data active = activation above about 80%; inconclusive = between about 30% and that limit; also: 0% is about no effect
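Fluo-8 calcium influx in TRPV1-expressing cells, kinetic read (ex 480/em 520 nm). Compound added and read 3 min for agonist activity, followed by capsaicin at EC20 final and 2 min further read for enhancement.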
p53 reactivation: restores transcriptional activity of mutant p53 | H1299 p53-A138V BP100-luciferase reporter, luminescence, 24 h | AID 504706 | Potency, µM (doses to about 92.2 µM), without a hit: top-dose activity change, positive = activation, hits mostly activators | 320,000 tested, 0.063% active; also: potency is read from the fitted curve at half-maximal effect; % of control where 0% means no effect; nearly all actives have a fitted effect of over 45% in size
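p53-null H1299 cells stably carrying temperature-sensitive p53-A138V and a BP100-luciferase reporter were pinned with compounds (4-point, 1:5 series) and held 24 hrs at 37 deg C. Luminescence was read 10 min after detection reagent.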
TCR activator: activates T cell receptor signaling | Potency, µM (doses to about 9.22 µM), for the others: at the top dose activation of IL-2 secretion, actives largely listed as activators | AID 504894 | primary human leukocytes, anti-CD3, IL-2 HTRF, 48 h | 330,000 tested, under 10 active; also: % of control where 0% means no effect
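Activity was scored as IL-2 release from primary human leukocytes given only a TCR signal (a-CD3 beads) plus compound for 48 hr. Detection used a two-antibody HTRF format read at 665nm.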
MLL CXXC-DNA inh: inhibitors of human MLL CXXC domain-DNA interaction; Q03164; MLL-CXXC / FITC-HOXA9 DNA fluorescence polarization; Potency, µM (titrated, usually from 115 µM), for inactives: at the highest dose activity change, negative = inhibition, hits mostly inhibitors; 290,000 tested, 0.037% active; AID 2662; active = well fitted inhibition curve with a large enough effect in the polarisation, with a control signal flat, not every such curve was filed as active; inconclusive = small, poorly fitted or top-dose-only effect, or effect the other way, or a change in a side signal; inactive = no such curve, though single readings can be large or run the other way; the % refers to the polarisation; also: potency is read from the fitted curve at half-maximal effect
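Fluorescence polarization: 7 uM MLL-CXXC (stock) preincubated 5 min with compounds, then 50 nM fluorescein-HOX-A9 DNA (stock) added; 30 min ambient. Buffer 50 mM Tris-HCl pH 7.5, 50 mM NaCl, 1 mM DTT, 0.05% BSA.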
ELG1 repair inh: blocks ELG1-dependent DNA repair in HEK293T cells; 330,000 tested, 2.3% active; Potency, µM (series often up to 46.1 µM), without a hit: at the top dose activity change, negative = inhibition, most hits filed as inhibitors; HEK293T ELG1-luciferase reporter, luminescence, 16 h; DNA damage induced by 5-fluorouridine; also: potency is read from the fitted curve at half-maximal effect; % is scaled to controls: 0 for no effect and ±100 for the full control effect; nearly all actives have a fitted effect of over 55% in size
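Quantitative HTS, concentration-response format. 2,000 cells/well co-treated with 5-fluorouridine and compound, 16 hr in 5% CO2 at 37 °C; ONE-Glo luminescence read after 30 min.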
a7 integrin act: integrin-mediated muscular dystrophy alleviation activation; 350,000 tested, 0.064% active; alpha7betagal myoblasts, beta-gal FDG fluorescence, 48 h; Potency, µM (series often up to 38.3 µM), for inactives: top-dose activation, hits mostly activators;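 also: potency is read from the fitted curve at half-maximal effect; 100% = response of the positive control SU9516; nearly all actives have a fitted effect of over 60% in size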
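alpha7betagal+/- myoblasts (passage 13, 250/well) treated 48 h at 37C with compounds at 1:260 dilution of DMSO stock. Lysed, then beta-galactosidase activity read as FDG fluorescence (ex 480/em 540) after 30 min, with pre-read for autofluorescence.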
B2AR arrestin: recruits beta-arrestin to the human beta2-adrenergic receptor. P07550. beta-arrestin recruitment to beta2AR, cell-based reporter. Potency, µM (top dose mostly 46.1 µM), inactives show at the highest dose activation, hits mostly activators. 330,000 tested, 0.02% active. AID 492947;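 also: potency is read from the fitted curve at half-maximal effect; 0% = DMSO controls and full agonism = EC100 isoproterenol or metaproterenol; nearly all actives have a fitted effect of over 65% in size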
Target sequence (P07550 whole entry, looked up): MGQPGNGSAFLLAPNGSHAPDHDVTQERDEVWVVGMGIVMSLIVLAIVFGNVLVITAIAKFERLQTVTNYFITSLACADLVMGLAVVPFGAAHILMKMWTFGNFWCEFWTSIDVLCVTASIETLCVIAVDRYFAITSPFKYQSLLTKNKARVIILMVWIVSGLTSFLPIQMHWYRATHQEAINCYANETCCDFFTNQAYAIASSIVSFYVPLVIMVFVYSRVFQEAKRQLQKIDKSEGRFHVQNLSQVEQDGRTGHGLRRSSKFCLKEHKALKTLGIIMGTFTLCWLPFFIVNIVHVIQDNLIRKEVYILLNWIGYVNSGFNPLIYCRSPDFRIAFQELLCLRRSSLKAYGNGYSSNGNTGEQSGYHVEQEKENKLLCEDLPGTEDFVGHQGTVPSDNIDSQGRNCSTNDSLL
An asterisk follows results filed as active; ? = inconclusive; . = not tested or not shown; [ ] = dose if it differs, or a comment. Unless noted, calls follow the shape of the dose curve; as a rule, active = well fitted curve in the direction sought with a large enough effect; inconclusive = small, poorly fitted or top-dose-only effect, or another doubt; inactive = no such curve, though single readings can be large; an effect the other way counts as inactive or inconclusive.

SMILES	BRCA1 expr up	TSG101-PTAP inh	AT treatment	TRPV1 ag	p53 reactivation	TCR activator	MLL CXXC-DNA inh	ELG1 repair inh	a7 integrin act	B2AR arrestin
O=c1c2c3c(sc2ncn1/N=C/c1ccc(Br)o1)CCCC3	-12%	-5%	5%	5	2%	7%	10%	-16%	-9%	-0.2%
O=C(Nc1ccc(Cl)cn1)c1ccc([N+](=O)[O-])o1	-102%[inhibitor]	-3%	16%	9	-9%	6%	48%[activator]	-24%	-66%[inhibitor]	0.3%
CC(NC(=O)c1sc2cc([N+](=O)[O-])ccc2c1Cl)C(C)(C)C (stereo not given)	-11%	-2%	-4%	8	25%	-1%[46.1 µM]	3%	-3%	0%	-0.9%
COc1ccc(-c2c3c(=O)n(C)c(=O)n(C)c3cn2-c2ccccc2)cc1	-42%	1%	-2%	2	-4%	5%	1%	0%	-9%	0.2%
Cc1ccc(-c2nc3ccccc3c(=O)n2CCCn2ccnc2)cc1	-23%	-4%	2%	1	4%	12%	-6%	?	4%	-0.7%
COC(=O)C1=C(C)N=C2SC(C)C(=O)N2C1c1ccc(C(=O)OC)cc1 (stereo not given)	-39%	-6%	0%	17	-1%	5%	1%	7%	19%	-0.2%
CN(Cc1ccccc1)C(=O)COC(=O)c1ccc2ccccc2n1	-1%	-2%	4%	-3	-2%	0%	-4%	16%	?	0.0%
O=C(c1ccc(N2CN(C(=O)c3ccco3)c3nc4ccccc4nc32)cc1)N1CCOCC1	37%	-2%	5%	1	-8%	3%	7%	?	3%	0.1%
Cc1ccc(C(C)NC(=O)C2CCCO2)cc1C (stereo not given)	15%	.	33%	-3	-3%	.	-2%	-24%	5%	0.2%
CCOc1ccc(-n2nc(C(=O)NC3CCCCC3)c3ccccc3c2=O)cc1	5%	2%	-10%	13	7%	3%	-12%	9%	2%	-0.6%
COc1cc(OC)cc(C(=O)N2CCN(Cc3ccc4c(c3)OCO4)CC2)c1	0%	-3%	-6%	8	.	0%	2%	-2%	-24%	5.2%
O=c1oc(-c2ccco2)nc2sc3c(c12)CCCCC3	62%	-1%	0%	-1	13%	.	-2%	?	5%	-0.1%
Cc1ccc2[nH]c(=O)c(CN(CC3CCCO3)C(=O)c3ccco3)cc2c1 (stereo not given)	.	.	3%	-3	-6%	.	0%	-1%	.	0.4%
Cn1cc(CN2CCC(N3CCNC(=O)CC3)CC2)c(-c2ccccc2F)n1	0%	2%	-5%	-3	3%	2%	-12%	7%	-24%	-0.2%
Oc1ccc(C(c2nnnn2C2CCCCC2)N2CCOCC2)cc1 (stereo not given)	-11%	-3%	-4%	1	5%	-85%	8%	2%	-23%	-0.8%
O=S1(=O)CCOCCN1Cc1ccc(Cl)cc1Cl	.	.	-4%	0	3%	.	15%	-1%	.	-0.5%
O=C(O)/C=C/c1cn(-c2ncc(C(F)(F)F)cc2Cl)c2ccccc12	-1%	-6%	-8%	.	7%	-3%	-6%	-4%	9%	-0.6%
Cc1ccccc1Oc1nc2ccccc2n2cnnc12	-9%	-2%	0%	-7	-1%	12%	-7%	?	6%	-0.3%
Clc1ccc(C=NN2CCCCCC2)c(Cl)c1	41%	0%	.	.	.	-5%	.	.	3%	.
COc1ccc(OC)c(C(=O)c2coc3ccc(OC(C)=O)cc23)c1	28%	-3%	4%	18	4%	1%[46.1 µM]	-1%	0%	?	4.6%

Record cards, as listed above.
Shown for COc1ccc(OC)c(C(=O)c2coc3ccc(OC(C)=O)cc23)c1 = BRCA1 expr up = 28%; TSG101-PTAP inh = -3%; AT treatment = 4%; TRPV1 ag = 18; p53 reactivation = 4%; TCR activator = 1%[46.1 µM]; MLL CXXC-DNA inh = -1%; ELG1 repair inh = 0%; a7 integrin act = ?; B2AR arrestin = 4.6%
Shown for Cn1cc(CN2CCC(N3CCNC(=O)CC3)CC2)c(-c2ccccc2F)n1 = BRCA1 expr up = 0%; TSG101-PTAP inh = 2%; AT treatment = -5%; TRPV1 ag = -3; p53 reactivation = 3%; TCR activator = 2%; MLL CXXC-DNA inh = -12%; ELG1 repair inh = 7%; a7 integrin act = -24%; B2AR arrestin = -0.2%

Additional records follow.
SMILES	BRCA1 expr up	TSG101-PTAP inh	AT treatment	TRPV1 ag	p53 reactivation	TCR activator	MLL CXXC-DNA inh	ELG1 repair inh	a7 integrin act	B2AR arrestin
N#CC1=C(N)SC(N)=C(C#N)C1C1C=CCCC1 (stereo not given)	-6%	-9%	-6%	-2	6%	-10%[46.1 µM]	-8%	11%	0%[7.66 µM]	-0.2%
Cc1ccc(C(=O)N(c2ccccc2)C2CC(C)N(C(=O)c3ccco3)c3ccccc32)cc1 (stereo not given)	-57%	-4%	2%	2	-8%	-1%	0%	?	2%	-0.1%
CCOc1ccc2[nH]c(=O)c(C(c3nnnn3Cc3ccco3)N3CCN(C)CC3)cc2c1 (stereo not given)	-7%	-1%	12%	2	-12%	-2%	-21%	?	-13%	-0.1%
c1ccc(CCc2cn(C[C@H]3CC[C@@H]([C@@H]4CC[C@H](Cn5cc(CCc6ccccc6)nn5)O4)O3)nn2)cc1	-36%	-6%	6%	0	3%	-5%	-17%	?	3%	-1.0%
CCOc1ccc(CCNC(=O)CCn2nc(C)c3c(C)n(-c4ccccc4)nc3c2=O)cc1	-4%	0%	-2%	2	-4%	1%	-3%	-1%	-16%	0.1%
S=C(Nc1ccc(Oc2ccccc2)cc1)NC1CCCCCC1	-83%[inhibitor]	-3%	5%	26	14%	-1%[46.1 µM]	0%	-27%	-23%	0.0%
O=C(OCC(=O)N1CCCC1=O)c1ccc(O)cc1O	-15%	-6%	2%	0	2%	-1%	.	-4%	31%	-0.2%
Fc1cccc(CN2CCN(C(=S)NCCc3ccccc3)CC2)c1	27%	-1%	-2%	15	4%	-2%	15%	-4%	-5%	0.3%
CCOC(=O)c1c(N)nn(C(=O)C(C)C)c1-c1ccc(OC)cc1	9%	-12%	5%	10	-5%	2%	-1%	?	-1%	0.3%
O=C(CN(Cc1ccccc1F)S(=O)(=O)c1ccc(Cl)cc1)NCC1CCCO1 (stereo not given)	38%	-2%	-3%	11	-5%	-1%	5%	-17%	5%	-0.6%
COc1cc(NS(=O)(=O)c2ccc(NC(=S)NC(=O)c3ccc(F)cc3)cc2)nc(OC)n1	0%	-1%	-6%	0	2%	1%	-3%	0%	25%	-0.5%
COc1ccc2nc(NC(=S)N(C)C)sc2c1	?	-1%	20%	2	?	-7%	-3%	?	-13%	?
CC(=O)Nc1ccc(S(=O)(=O)NCC(=O)OCc2ccccc2)cc1	-15%	1%	4%	1	16%	2%[46.1 µM]	-4%	?	4%	-1.0%
CN(C)S(=O)(=O)c1ccc(Cl)c(C(=O)NCc2ccco2)c1	1%	-3%	.	-3	-2%	0%	5%	-10%	14%	0.1%
O=[N+]([O-])c1cc(S(=O)(=O)N2CCCCCC2)ccc1Cl	-47%	-2%	-2%	10	-14%	-19%	1%	?	-12%	0.2%
COc1ccc(NC(=O)COC(=O)C2CC3C=CC2C3)cc1 (stereo not given)	12%	-1%	2%	5	10%	-2%	5%	?	?	-0.1%
CSc1cccc(NC(=O)CNC(=O)C2CCCCC2)c1	4%	-10%	8%	3	-1%	3%	0%	13%	4%	-0.5%
CC1=C(C(=O)Nc2ccccc2)C(c2ccc(C)o2)n2c(s/c(=C/c3ccccc3)c2=O)=N1 (stereo not given)	-23%	3%	.	-8	-2%	-2%	-2%	21µM*	-12%	-1.4%
Cc1ccc(N2C(=O)c3ccccc3NC2C(C)Cc2ccc3c(c2)OCO3)cc1 (stereo not given)	-3%[1.84 µM]	-6%	.	8	12%	2%[46.1 µM]	9%	?	-32%	2.2%
O=C(NCCN1C(=O)C2C3C=CC(C3)C2C1=O)NCc1ccccc1 (stereo not given)	-4%	1%	15%	-7	5%	13%	-2%	-2%	-5%	-0.3%
Cc1ccc(CNC(=O)CN2CCN(Cc3ccc(Cl)cc3)C2=O)cc1	4%	-1%	3%	20	-1%	-1%	7%	?	-8%	-0.4%
Cc1ccc(-n2ncc3c(=O)n(CC(=O)Nc4cccc(Cl)c4)cnc32)cc1C	-17%	-1%	-2%	23	-21%	3%	-4%	-5%	2%	-1.2%
N/C(Cc1ccc([N+](=O)[O-])cc1)=N\OC(=O)Cc1ccccc1	36%	-9%	0%	6	2%	18%[46.1 µM]	-1%	6%	-11%	-0.5%
O=C(NCc1ccc2c(c1)OCO2)c1ccccc1Cl	38%	1%	.	.	.	-4%	.	.	-21%	.
CC1=NCCN1CCNC(=O)Nc1cc(C)cc(C)c1	-8%	0%	6%	-1	3%	-4%	1%	0%	0%	0.4%
CC(C)OC(=O)CC12CN3CC(CC(=O)OC(C)C)(CN(C1)C(=O)c1ccccc1C3=O)C2=O	-15%	-1%	11%	1	-5%	3%	1%	4%	-13%	-2.0%
CC1CCN(c2ccc(NC(=O)Cc3ccccc3)cc2)CC1	82%	2%	0%	?	5%	0%	-7%	?	5%	-0.8%
